RGS7-Gao reg: RGS7-Galphao binding modulators, primary screen, biochemical, multiplexed bead flow cytometry | Guanine nucleotide-binding protein G(o) subunit alpha (Homo sapiens), P09471 | actives lie on both sides | binding response (% of control), % at 10 µM | actives 0.35% (n = 220,000); in the data active = binding response below about 49% or above about 150%; inconclusive = no clear call, values can overlap the other calls; inactive = in between;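 note: fluorescent Galphao held in activated GDP-AlF4 state binding bead-coupled RGS7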
Target sequence (P09471 whole entry, looked up): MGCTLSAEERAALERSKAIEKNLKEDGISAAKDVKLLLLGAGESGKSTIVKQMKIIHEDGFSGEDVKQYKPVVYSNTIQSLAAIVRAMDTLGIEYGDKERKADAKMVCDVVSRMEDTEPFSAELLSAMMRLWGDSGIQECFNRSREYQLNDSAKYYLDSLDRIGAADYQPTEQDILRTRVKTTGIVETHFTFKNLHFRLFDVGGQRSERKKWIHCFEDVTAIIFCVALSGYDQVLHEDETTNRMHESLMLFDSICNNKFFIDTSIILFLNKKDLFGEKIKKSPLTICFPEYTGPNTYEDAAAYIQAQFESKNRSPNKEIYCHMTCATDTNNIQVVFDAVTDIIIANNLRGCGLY
RGS4-Gao reg: modulators of RGS4 binding to Galphao, primary screen, biochemical, multiplexed bead flow cytometry. actives lie on both sides. Guanine nucleotide-binding protein G(o) subunit alpha (Homo sapiens), P09471. actives 0.33% (n = 220,000). binding response (% of control), % at 10 µM; in the data active = binding response below about 49% or above about 150%; inactive = in between;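 note: fluorescent Galphao activated with aluminum fluoride binding bead-coupled RGS4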
Mcl1-Bid inh: Mcl-1/Bid binding inhibitors, primary screen, biochemical, TR-FRET, 1536-well | inhibition, % at 21.7 µM | AID 1021, 2008 | TR-FRET Mcl-1/Bid-Dy647 peptide binding | actives 0.97% (n = 220,000) | Induced myeloid leukemia cell differentiation protein Mcl-1 (Homo sapiens), Q07820;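 active = compounds that cut the binding signal by more than half at the single screening dose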;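 note: His-tagged Mcl-1 with europium anti-His antibody binding Bid BH3 peptide; 0% = Mcl-1 plus peptide wells and 100% = peptide-only wells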
Target sequence (Q07820 whole entry, looked up): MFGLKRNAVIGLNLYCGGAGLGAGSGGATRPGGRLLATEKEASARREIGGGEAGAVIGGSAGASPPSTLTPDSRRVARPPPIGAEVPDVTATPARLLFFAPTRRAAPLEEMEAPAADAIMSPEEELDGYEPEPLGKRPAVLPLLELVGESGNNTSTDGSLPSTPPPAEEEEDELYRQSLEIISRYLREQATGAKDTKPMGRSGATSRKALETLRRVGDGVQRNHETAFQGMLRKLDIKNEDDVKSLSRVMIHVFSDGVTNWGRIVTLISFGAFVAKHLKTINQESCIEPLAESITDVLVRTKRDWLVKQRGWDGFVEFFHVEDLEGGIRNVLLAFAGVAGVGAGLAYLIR
Bim-Mcl-1: inhibitors of Bim peptide binding to Mcl-1, primary screen, biochemical, bead-based flow cytometry, multiplex | Bim peptide-Mcl-1 binding | inhibition, % at 10 µM | actives 0.1% (n = 190,000) | AID 1009, 2008;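 note: 0% = no compound tracer wells and 100% = peptide blocker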
Bim-Bfl-1: inhibitors of Bim binding to Bfl-1, primary screen, biochemical, multiplexed, bead-based flow cytometry; Bcl-2-related protein A1 (Homo sapiens), Q16548; Bim-Bfl-1 binding inhibition; inhibition, % at 10 µM; actives 0.12% (n = 190,000);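 note: 0% = wells without compound plus tracer and 100% = blocker peptide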
RGS8-Gao: RGS8-Galphao binding modulators, primary screen, biochemical, multiplexed bead flow cytometry; Guanine nucleotide-binding protein G(o) subunit alpha (Homo sapiens), P09471; actives lie on both sides; response (percent of control binding), % at 10 µM; actives 0.34% (n = 220,000); AID 1423, 2008; in the data active = response below about 60% or above about 140%; inactive = in between;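 note: Galphao activated as the GDP aluminium fluoride complex binding bead-coupled RGS8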
Bim-Bcl-2: inhibitors of Bim-Bcl-2 binding, primary screen, biochemical, multiplexed, human Bcl-2 family | Apoptosis regulator Bcl-2 (Homo sapiens), P10415 | Bead-based flow cytometry, Bim peptide-Bcl-2 binding | inhibition, % at 10 µM | actives 0.06% (n = 190,000) | AID 950, 2007; in the data active = inhibition above about 40%; inconclusive = no clear call, values can overlap the other calls;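 note: 0% = no compound wells with probe peptide and 100% = reference peptide inhibitor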
Bim-Bcl-B: inhibitors of Bim-Bcl-B binding, primary screen, biochemical, multiplexed, human Bcl-2 family | Bcl-2-like protein 10 (Homo sapiens), Q9HD36 | bead-based flow cytometry, Bim peptide-Bcl-B binding | inhibition, % at 10 µM | actives 0.073% (n = 190,000) | AID 951, 2007;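 note: 0% = tracer peptide without compound and 100% = reference inhibitor peptide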
Target sequence (Q9HD36 whole entry, looked up): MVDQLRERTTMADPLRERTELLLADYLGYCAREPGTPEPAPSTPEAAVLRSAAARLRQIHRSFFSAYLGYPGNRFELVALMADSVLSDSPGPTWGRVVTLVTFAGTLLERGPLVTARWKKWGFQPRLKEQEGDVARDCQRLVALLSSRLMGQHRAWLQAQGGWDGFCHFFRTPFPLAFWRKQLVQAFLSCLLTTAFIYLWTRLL
Mcl1 Noxa PPI: Mcl-1/Noxa binding inhibitors, primary screen, biochemical, TR-FRET, 1536-well. Induced myeloid leukemia cell differentiation protein Mcl-1 (Homo sapiens), Q07820. TR-FRET Mcl-1/Noxa peptide binding, 2 h. inhibition, % at 21.7 µM. actives 1.5% (n = 220,000). AID 1022, 2008;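 active = compounds that cut the protein-peptide binding signal by more than 50% relative to plate controls in a single-dose test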;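 note: His-tagged Mcl-1 with rhodamine Noxa BH3 peptide and terbium anti-His antibody; 0% = Mcl-1 plus Noxa peptide wells and 100% = peptide-only wells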
Bcl-W Bim block: inhibitors of Bim binding to Bcl-W, primary screen, biochemical, multiplexed, bead-based flow cytometry | AID 952, 2007 | Bcl-2-like protein 2 (Homo sapiens), Q92843 | inhibition, % at 10 µM | actives 0.02% (n = 190,000) | Bim peptide-Bcl-W binding;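 note: 0% = bound tracer without compound and 100% = peptide blocker; higher means less fluorescent Bim peptide bound to Bcl-W beads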
Bim-Bcl-XL: inhibitors of Bim-Bcl-XL binding, primary screen, biochemical, multiplexed, bead flow cytometry, human Bcl-XL; Bcl-2-like protein 1 (Homo sapiens), Q07817; Bim peptide-Bcl-XL binding, fluorescence; inhibition, % at 10 µM; actives 0.04% (n = 190,000)
* = called active by the depositor; ? = inconclusive; / = not tested or not shown. Cut-off read from the data, not from the text of the source, unless noted: active = inhibition above about 40%. This is a random part of the collection. Share with any hit: about 2.7%.

no.	SMILES	RGS7-Gao reg	RGS4-Gao reg	Mcl1-Bid inh	Bim-Mcl-1	Bim-Bfl-1	RGS8-Gao
1	CCCc1ccc(OCc2ccc(C(=O)O)o2)c(OC)c1	98	98	-45	-6	-18	100
2	Fc1ccc(-c2csc3ncnc(Cl)c23)cc1	103	102	27	-4	-12	101
3	CCC(=O)NNc1ccc(Br)cc1	106	104	-29	0	-1	103
4	Cc1ccc(O)c(C(=O)c2cnn(C(=O)Cc3csc(C)n3)c2)c1	100	100	-72	0	5	100
5	CCc1ccc2nc(N=C(N)N)nc(C)c2c1	96	96	-3	3	-3	101
6	COc1ccccc1NC(=O)N(Cc1cc2cc(OC)c(OC)cc2[nH]c1=O)CC1CCCO1 (centres undefined)	101	102	-4	0	-5	103
7	COC(=O)Cc1csc(Nc2ccc(Cl)cc2)n1	102	99	-9	-4	-4	102
8	CCn1ccnc1C(O)c1cccc(OC)c1 (centres undefined)	100	99	-12	-4	-1	100
9	Cc1c(Cl)c([N+](=O)[O-])nn1Cc1ccc(C(=O)N/N=C\c2cc(Cl)ccc2O)o1	91	86	-15	-3	-11	97
10	CCCCC(=O)Nc1ccc(C)c(O)c1	107	116	-35	2	4	104
11	Cc1ccc(S(=O)(=O)/N=C(\CCl)N2CCOCC2)cc1	104	107	67*	-4	-3	104
12	N#CC1(c2ccccc2)CCCN1C(=O)c1ccc(Br)cc1 (centres undefined)	101	97	-5	0	-9	104

no.	Bim-Bcl-2	Bim-Bcl-B	Mcl1 Noxa PPI	Bcl-W Bim block	Bim-Bcl-XL
1	-11	-10	-2	-6	-11
2	-6	-9	8	-6	-9
3	0	-4	18	1	-1
4	4	3	-10	5	0
5	0	2	9	5	3
6	-4	-2	10	0	-2
7	0	-4	0	-3	-5
8	-1	1	-2	-2	-1
9	-3	-6	-84	0	-2
10	0	0	2	4	3
11	-1	-5	9	-1	-2
12	-6	-6	5	-1	-10

(listing goes on)
no.	SMILES	RGS7-Gao reg	RGS4-Gao reg	Mcl1-Bid inh	Bim-Mcl-1	Bim-Bfl-1	RGS8-Gao
13	O=C(OCc1cccc([N+](=O)[O-])c1)c1cccnc1	102	104	7	1	5	107
14	O=C1C/C(=C\c2c(F)cccc2Cl)N2CCC1CC2	101	102	-4	1	-2	88
15	Cn1c(NCc2ccccc2)nc2c1c(=O)n(Cc1ccccc1)c(=O)n2C	102	99	-3	1	-11	103
16	COc1ccc(N2CC(C(=O)OCC(=O)c3ccccc3)CC2=O)cc1 (centres undefined)	100	102	-12	-4	-17	102
17	CC1CCCC(NC(=O)CSc2ccc(F)cc2)C1C (centres undefined)	100	103	-9	0	-4	103
18	COc1ccc(NS(=O)(=O)c2cccc(NC(=O)c3ccc(Cl)nc3)c2)cc1	91	97	-3	1	-2	98
19	Cc1ccc(/C=N/NC(=O)c2cccc(S(=O)(=O)Nc3ccccc3Cl)c2)o1	95	98	-47	1	0	99
20	CN(c1ccccc1)S(=O)(=O)c1cccc(NC(=O)COC(=O)C2CCCCC2)c1	?	98	-58	/	/	102
21	Cc1ccc(NC(=O)NCc2ccc3c(c2)OCO3)cc1	97	98	-17	-5	-15	98
22	COc1cc(-c2n[nH]c(=O)o2)cc(OC)c1OC	99	98	-26	-2	-5	99
23	CCOC(=O)c1nn(-c2ccc(C)c(C)c2)c(=O)c2c(N)scc12	96	92	-17	-3	0	95
24	COc1ccc(C2CC(=O)C3=C(C2)Nc2ncnn2C3c2ccccc2)cc1 (centres undefined)	102	103	16	2	3	101

no.	Bim-Bcl-2	Bim-Bcl-B	Mcl1 Noxa PPI	Bcl-W Bim block	Bim-Bcl-XL
13	1	0	13	0	0
14	-1	1	10	1	-1
15	-6	-3	4	3	-1
16	-12	-10	-7	-6	-6
17	1	-1	-5	-2	-3
18	-4	-3	11	0	-1
19	3	0	44	0	2
20	/	/	9	/	/
21	-11	-8	-7	0	-9
22	3	1	3	1	4
23	-4	-19	14	0	-8
24	5	-6	5	0	0

Later entries:
no.	SMILES	RGS7-Gao reg	RGS4-Gao reg	Mcl1-Bid inh	Bim-Mcl-1	Bim-Bfl-1	RGS8-Gao
25	COCc1c(C(=O)OCC(=O)c2c(N)n(CC(C)C)c(=O)n(C)c2=O)oc2ccccc12	102	106	-4	0	0	105
26	COc1c(/C=N/Nc2ccc([N+](=O)[O-])cc2[N+](=O)[O-])c(C)nn1-c1ccccc1	96	99	-10	0	-8	100
27	CCCNC(=O)NC(=O)COc1c(F)c(F)cc(F)c1F	90	99	-8	-2	-3	101
28	Cn1c(=O)c2c(nc(N3CCCCCC3)n2CC(O)COc2ccc(Cl)cc2)n(C)c1=O (centres undefined)	103	106	-76	1	-1	104
29	Oc1csc(Cc2nc(-c3ccc(Br)cc3)cs2)n1	94	102	-13	0	-3	100
30	COc1cccc(-c2nc(-c3ccccn3)no2)c1OC	102	100	-24	0	-10	100
31	Cc1ccc(C(=O)CCC(=O)N2CCC(C(N)=O)CC2)cc1	100	99	-7	1	-2	105
32	CN1C(CC(=O)Nc2ccc(Br)cc2)c2ccccc2CC1(C)C (centres undefined)	105	101	-22	-3	-8	101
33	CC(C)Oc1ccc(CC2CCC(=O)N(C)C2=O)cc1 (centres undefined)	100	104	0	-7	-8	108
34	COC(=O)Nc1sc2nc(C)cc(C)c2c1-n1cccc1	96	99	-11	1	-8	100
35	C=CCOC(=O)C1=C(C)NC(SCC(=O)Nc2nccs2)=C(C#N)C1c1cccs1 (centres undefined)	98	102	-1	-4	-20	101
36	COc1cccc(NC(C)(C)c2nnnn2-c2c(C)cccc2C)c1	?	88	52*	/	/	94

no.	Bim-Bcl-2	Bim-Bcl-B	Mcl1 Noxa PPI	Bcl-W Bim block	Bim-Bcl-XL
25	0	1	16	4	-7
26	-6	-2	13	2	-4
27	-2	-2	-6	-5	-2
28	-6	1	-8	1	0
29	-1	-5	18	-1	-3
30	-6	-4	-3	0	-6
31	0	0	10	1	-2
32	-2	-7	-4	-2	-5
33	-8	-11	3	-7	-9
34	-6	-5	10	1	-4
35	-9	-10	8	-3	-11
36	/	/	36	/	/

Sorted by value in Bcl-W Bim block (ascending): 4 of the compounds above.
No. | SMILES | Bcl-W Bim block
32 | CN1C(CC(=O)Nc2ccc(Br)cc2)c2ccccc2CC1(C)C (centres undefined) | -2
30 | COc1cccc(-c2nc(-c3ccccn3)no2)c1OC | 0
31 | Cc1ccc(C(=O)CCC(=O)N2CCC(C(N)=O)CC2)cc1 | 1
26 | COc1c(/C=N/Nc2ccc([N+](=O)[O-])cc2[N+](=O)[O-])c(C)nn1-c1ccccc1 | 2

(cont.)
no.	SMILES	RGS7-Gao reg	RGS4-Gao reg	Mcl1-Bid inh	Bim-Mcl-1	Bim-Bfl-1	RGS8-Gao
37	COC(=O)c1ccc(Cn2nc([N+](=O)[O-])c(Br)c2C)cc1	?	96	3	/	/	100
38	Cn1ncc(N2CCN(C(=O)c3ccc(Cl)cc3)CC2)c(Cl)c1=O	99	103	-17	-1	-8	104
39	O=C(Nc1ccc2c(c1)OCO2)c1cccc2c1C(=O)N(C1CCCCC1)C2	97	100	-17	2	-1	105
40	COCCN(Cc1cc2cc3c(cc2nc1Cl)OCO3)C(=O)Nc1ccc(OC)cc1	107	101	-8	8	12	110
41	O=C1C2C3C=CC(C3)C2C(=O)N1c1ccccc1 (centres undefined)	102	103	-3	-3	-12	101
42	CCn1cnc2scc(-c3ccccc3)c2c1=O	90	93	-15	2	-9	91
43	CC(C)c1nc(CN(C)C(=O)N[C@H](C(=O)N[C@@H](Cc2ccccc2)C[C@H](O)[C@H](Cc2ccccc2)NC(=O)OCc2cncs2)C(C)C)cs1	94	98	1	0	-1	103
44	Oc1ccc(Nc2nnc(-c3ccc(O)cc3)c3ccccc23)cc1	104	105	-16	0	0	102
45	N#C/C(=C/c1ccc(-c2cc(C(=O)O)cc(C(=O)O)c2)o1)c1nc2ccccc2s1	104	102	1	11	5	106
46	CC(NC(=O)c1ccccc1)C(=O)NC1=NCCS1 (centres undefined)	105	102	10	-3	-16	102
47	O=C(O)CCNC(=O)c1ccc(NC(=O)Cc2ccc(Cl)cc2)cc1	102	99	-1	-2	-7	102
48	COc1ccccc1-c1nc(SCC(=O)NCC2CCCO2)c2c(=O)n(C)c(=O)n(C)c2n1 (centres undefined)	98	100	-3	-3	-2	102
49	CCOC(=O)c1c(C)[nH]c(C(=O)OCCOc2ccccc2C)c1C	104	103	-2	-2	-7	104
50	CCOC(=O)c1[nH]c2ccc(OCC)cc2c1NC(=O)CN1CCN(c2ccccn2)CC1	99	97	-5	-1	-1	100
51	CN1CCN(c2ccccc2NC(=O)c2sc3ccccc3c2Cl)CC1	101	103	6	0	-4	98

no.	Bim-Bcl-2	Bim-Bcl-B	Mcl1 Noxa PPI	Bcl-W Bim block	Bim-Bcl-XL
37	/	/	3	/	/
38	-5	-6	4	-3	-2
39	-3	-2	-12	1	-3
40	10	2	-7	6	9
41	-8	-8	0	-1	5
42	-3	-6	11	1	-8
43	1	0	-12	0	-2
44	0	0	6	0	-2
45	6	18	33	14	15
46	-6	-9	10	0	-8
47	-2	-4	4	-2	-4
48	-2	-5	2	-4	-4
49	-6	-8	12	-4	-4
50	-6	1	32	-2	0
51	-2	-4	45	-3	-2

7 compounds from above, showing only RGS7-Gao reg and Mcl1 Noxa PPI:
| no. | structure | RGS7-Gao reg | Mcl1 Noxa PPI |
| --- | --- | --- | --- |
| 41 | O=C1C2C3C=CC(C3)C2C(=O)N1c1ccccc1 (centres undefined) | 102 | 0 |
| 50 | CCOC(=O)c1[nH]c2ccc(OCC)cc2c1NC(=O)CN1CCN(c2ccccn2)CC1 | 99 | 32 |
| 48 | COc1ccccc1-c1nc(SCC(=O)NCC2CCCO2)c2c(=O)n(C)c(=O)n(C)c2n1 (centres undefined) | 98 | 2 |
| 45 | N#C/C(=C/c1ccc(-c2cc(C(=O)O)cc(C(=O)O)c2)o1)c1nc2ccccc2s1 | 104 | 33 |
| 40 | COCCN(Cc1cc2cc3c(cc2nc1Cl)OCO3)C(=O)Nc1ccc(OC)cc1 | 107 | -7 |
| 51 | CN1CCN(c2ccccc2NC(=O)c2sc3ccccc3c2Cl)CC1 | 101 | 45 |
| 46 | CC(NC(=O)c1ccccc1)C(=O)NC1=NCCS1 (centres undefined) | 105 | 10 |
